Screens as filed in PubChem BioAssay.
Vif-A3F inh: Vif-A3F binding inhibition; HeLa A3F-eYFP + Vif (tagged APOBEC3F with the HIV-1 protein that degrades it), YFP fluorescence increase; Potency, µM (doses to about 46.1 µM), for the others: at the top dose activity, negative = active; actives 0.2% (n = 390,000); AID 602313; note: potency is the fitted concentration of half-maximal effect; % of control where 0% means no effect; nearly all actives have a fitted effect of over 65% in size
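HeLa cells stably expressing Vif plus C-terminally eYFP-tagged A3F were seeded, incubated overnight at 37 deg C, dosed with compound, incubated overnight again at 37 deg C. Yellow fluorescence (Ex 488/Em 500-530) reported blocked Vif-mediated A3F-eYFP degradation.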
D1 ag: activates the human D1 dopamine receptor; HEK293 T-REx D1 cells, calcium flux, agonist mode; activation, % at 2 µM; actives 1% (n = 360,000); AID 504660; in the data active = activation above about 30%; note: 0% is about no effect
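Tetracycline-induced HEK293 TREx D1 cells, force-coupled to calcium signalling, were dye-loaded with a no-wash calcium kit. Compound was pin-added after a 10 s baseline. Fluorescence was read kinetically at 1 cycle/s for 180 s, with calcium rises flagged as agonism.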
Vif-APOBEC3G blk: Vif-A3G binding inhibition; actives 0.076% (n = 410,000); Q9HC16; Potency, µM (series often up to 46.1 µM), for inactives: at the top dose activity, negative = active, most hits filed as inhibitors; HeLa A3G-eYFP + Vif (tagged APOBEC3G with the HIV-1 protein that degrades it), YFP fluorescence, overnight;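 note: potency is the fitted concentration of half-maximal effect; % is set by controls: 0 for no effect and ±100 for the full control effect; nearly all actives have a fitted effect of over 60% in size; hits raise eYFP signal because A3G escapes Vif-driven loss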
Target sequence (Q9HC16 whole entry, looked up): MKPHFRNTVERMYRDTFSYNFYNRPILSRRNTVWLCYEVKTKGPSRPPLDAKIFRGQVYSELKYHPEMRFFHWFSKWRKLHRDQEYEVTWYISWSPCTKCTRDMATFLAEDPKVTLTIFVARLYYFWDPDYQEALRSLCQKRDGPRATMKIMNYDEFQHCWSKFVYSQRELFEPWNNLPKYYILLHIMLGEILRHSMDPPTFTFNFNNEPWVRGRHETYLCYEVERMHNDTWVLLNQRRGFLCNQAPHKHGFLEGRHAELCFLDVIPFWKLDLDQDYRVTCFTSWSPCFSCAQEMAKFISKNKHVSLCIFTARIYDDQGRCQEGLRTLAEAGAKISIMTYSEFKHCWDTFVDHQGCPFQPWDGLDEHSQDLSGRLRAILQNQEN
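HeLa cells stably expressing Vif and C-terminally eYFP-tagged A3G, seeded overnight at 37 deg C, then exposed to compound by pintool overnight at 37 deg C. Rise in yellow fluorescence (Ex 488/Em 500-530, Acumen) marks blocked Vif-driven A3G degradation.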
D1 antag: antagonists of human D1 dopamine receptor. HEK293 TREx D1 cells, calcium flux, dopamine EC80; stronger effect = lower value. activity change, negative = inhibition, % at 10 µM. actives 3.2% (n = 360,000); in the data active = activity change below about -30%; note: % is set by controls: 0 for no effect and ±100 for the full control effect
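Inducible Hek293 Trex D1 cells (tetracycline, overnight, 30 C). Calcium dye 30–90 min RT. Antagonist mode: EC80 dopamine added after 180 s compound read.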
RXFP1 antag: RXFP1 (human) relaxin receptor antagonism; Q9HBX9; activity change, negative = inhibition, % at 57.5 µM; actives 0.59% (n = 350,000); HEK293-RXFP1, relaxin-stimulated cAMP HTRF, 30 min; stronger effect = lower value;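 active = activity change of -60% or lower, but not beyond a set lower limit; inconclusive = change between -60% and -40%, or beyond the set limit; inactive = change above -40%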; note: % is set by controls: 0 for no effect and ±100 for the full control effect
RXFP1 ag: agonists of human relaxin receptor RXFP1 | HEK293T-RXFP1 cAMP TR-FRET, 30 min; response scale: percent of porcine relaxin response, buffer zero | AID 2676 | actives 0.3% (n = 370,000) | Potency, µM (doses to about 57.5 µM), for the others: at the top dose activation, hits mostly activators; note: potency is the fitted concentration of half-maximal effect; % is set by controls: 0 for no effect and ±100 for the full control effect; nearly all actives have a fitted effect of over 60% in size; many of its hits are not listed in these tables
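Agonist response is measured as cAMP accumulation in an RXFP1-transfected HEK293T line under PDE4 inhibition. Values are scaled between buffer-only and 29 nM porcine relaxin, and EC50s come from standard Hill equation fits.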
D1 potentiator: potentiators of human D1 dopamine receptor. potentiation, % at 10 µM. P21728. HEK293 TREx D1 cells, calcium flux, dopamine EC20 potentiation. actives 0.036% (n = 360,000); in the data active = potentiation above about 30%; note: 0% is about no effect
GRP78 ERSR act: induces the endoplasmic reticulum stress response in human glioma cells. U87-MG GRP78 promoter luciferase reporter, 16 h. Potency, µM, without a hit: at the top dose activation, hits mostly activators. actives 0.02% (n = 420,000). AID 602332; note: potency is the fitted concentration of half-maximal effect; series mostly up to about 76 µM; % of control where 0% means no effect; nearly all actives have a fitted effect of over 35% in size
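Stably transfected U87-MG glioma cells carrying a GRP78-based luciferase sensor; 16 h compound incubation. Luminescence end-point read 10 min after Bright-Glo addition at room temperature.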
D2 PAM: positively modulates the human D2 dopamine receptor allosterically. actives 0.34% (n = 340,000). potentiation, % at 10 µM. AID 485347. HEK293 T-REx D2, calcium flux, EC20 dopamine potentiation. P14416;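 active = potentiation over 3 SD above the plate norm, cut at about 30% in these data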; note: 0% is about no effect
Target sequence (P14416 whole entry, looked up): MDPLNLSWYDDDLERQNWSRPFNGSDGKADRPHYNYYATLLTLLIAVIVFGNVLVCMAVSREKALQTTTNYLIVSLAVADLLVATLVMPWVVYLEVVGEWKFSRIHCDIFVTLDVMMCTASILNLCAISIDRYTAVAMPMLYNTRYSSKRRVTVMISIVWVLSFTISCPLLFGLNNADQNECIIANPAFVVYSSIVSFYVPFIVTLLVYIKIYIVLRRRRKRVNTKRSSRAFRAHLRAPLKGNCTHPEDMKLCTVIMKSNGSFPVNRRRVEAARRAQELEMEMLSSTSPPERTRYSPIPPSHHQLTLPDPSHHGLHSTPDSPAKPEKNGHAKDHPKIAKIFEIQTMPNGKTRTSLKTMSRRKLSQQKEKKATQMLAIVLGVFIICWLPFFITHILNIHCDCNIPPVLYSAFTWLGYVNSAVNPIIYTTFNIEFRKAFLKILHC
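Potentiation of an EC20 dopamine calcium response measured kinetically over 180 s, after a preceding 180 s compound-only read flagging agonists. Cells: inducible Hek293 Trex D2 line, 4000/well, cultured overnight at 30 C before dye loading.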
* hit, by the source's call; ? = inconclusive; . = not tested or not shown. Unless noted, calls come from the whole dose curve; as a rule, active = well fitted curve in the direction sought with a large enough effect; inconclusive = small, poorly fitted or top-dose-only effect, or another doubt; inactive = no such curve, though single readings can be large; an effect the other way counts as inactive or inconclusive.

SMILES	Vif-A3F inh	D1 ag	Vif-APOBEC3G blk	D1 antag	RXFP1 antag	RXFP1 ag	D1 potentiator	GRP78 ERSR act	D2 PAM
O=C(CNC(=O)c1cccs1)OCC(=O)c1ccc(Cl)cc1	-1%	0	2%	-14	-1	3.7%	-6	-6%	0
Cc1ccc2c(c1)N(C(=O)CCC(=O)NCCCN1CCN(C)CC1)CCO2	0%	1	1%	-2	-2	4.7%	-9	-2%	-4
CCCCN(C(=O)CSc1nc2ccccc2n1CC)C1CCS(=O)(=O)C1 (configuration not stated)	3%	2	-1%	6	-7	0.9%	.	-3%	0
CCCCNC(=S)Nc1ccc(-c2nc3ccc(C)cc3s2)cc1	1%	4	0%	-47*	-15	15%	-10	-5%	3
CC1(C)CC(=O)C=C(NCCO)C1	5%	3	1%	4	2	1.0%	0	-2%	-6
COc1ccccc1NC(=O)c1ccc(-c2ccccc2[N+](=O)[O-])o1	13%	8	-4%	2	-4	3.4%	-5	-5%	.
COc1ccccc1NC(=O)CCN1CCCCC1	3%	3	4%	-13	10	-0.7%	-1	-1%	5
CC(C)=CCC/C(C)=C/C=N/NC(=O)c1cccc([N+](=O)[O-])c1	4%	4	1%	1	-5	0.0%	-5	-4%	-3
Cc1cccc(N2CCN(C(=O)Cn3nc(Cc4ccncc4)c4ccccc4c3=O)CC2)c1C	0%	.	5%	.	2	.	.	-3%	.
C#Cc1cccc(C(=O)N2CCCC(Nc3cccc(F)c3)C2)c1 (configuration not stated)	-20%	1	2%	6	10	0.4%	-1	-2%	-12
Cc1ccc(NC(=O)c2sc(C)nc2C)c(C)c1	15%	1	0%	7	-18	-3.3%	-5	2%	5
O=C(Nc1cccc(NC(=O)c2ccco2)c1)c1ccc2c(c1)OCCO2	-1%	0	-14%	-8	8	0.2%	0	4%	3
COc1cccc(CC2(CO)CCCN(Cc3ccc(C)s3)C2)c1 (configuration not stated)	-6%	2	6%	-13	-78*	-1.2%	-2	-4%	-10
Cn1nnnc1SCC(=O)NCc1ccccc1	-8%	0	3%	-3	-7	0.8%	-8	-1%	-10
CCOC(=O)CSC1=C(C#N)C(c2sccc2C)CC(=O)N1 (configuration not stated)	-10%	1	?	-9	2	-1.6%	-3	-4%	.
O=C(NC(=S)Nc1ccccc1)C1CCCCC1	-11%	2	-1%	-10	-7	-0.1%	-2	4%	14
CCC(=O)N1N=C(c2ccc(C)cc2)CC1c1ccco1 (configuration not stated)	-2%	3	0%	-37*	2	4.0%	-3	2%	6
CC(=O)c1ccc(OC(=O)N2CCOCC2)cc1	6%	0	2%	4	-15	-0.6%	6	2%	6
O=C(COC(=O)C1CCCCC1)NCCc1ccccc1	-27%	0	-1%	6	-4	0.2%	-8	-3%	-8
O=C(NC1CC(=O)N(c2cccc(F)c2)C1)C(c1ccccc1)c1ccccc1 (configuration not stated)	1%	1	-3%	.	-23	0.4%	0	1%	-5

Records listed above printed as active in RXFP1 antag:
molecule,D1 ag,D1 antag,RXFP1 antag,RXFP1 ag,D1 potentiator,GRP78 ERSR act,D2 PAM
COc1cccc(CC2(CO)CCCN(Cc3ccc(C)s3)C2)c1 (configuration not stated),2,-13,-78*,-1.2%,-2,-4%,-10

Looked up by compound from the entries so far:
SMILES	Vif-A3F inh	D1 ag	Vif-APOBEC3G blk	D1 antag	RXFP1 antag	RXFP1 ag	D1 potentiator	GRP78 ERSR act	D2 PAM
CC(=O)c1ccc(OC(=O)N2CCOCC2)cc1	6%	0	2%	4	-15	-0.6%	6	2%	6
O=C(COC(=O)C1CCCCC1)NCCc1ccccc1	-27%	0	-1%	6	-4	0.2%	-8	-3%	-8
Cc1ccc(NC(=O)c2sc(C)nc2C)c(C)c1	15%	1	0%	7	-18	-3.3%	-5	2%	5
CCC(=O)N1N=C(c2ccc(C)cc2)CC1c1ccco1 (configuration not stated)	-2%	3	0%	-37*	2	4.0%	-3	2%	6
COc1cccc(CC2(CO)CCCN(Cc3ccc(C)s3)C2)c1 (configuration not stated)	-6%	2	6%	-13	-78*	-1.2%	-2	-4%	-10
O=C(NC1CC(=O)N(c2cccc(F)c2)C1)C(c1ccccc1)c1ccccc1 (configuration not stated)	1%	1	-3%	.	-23	0.4%	0	1%	-5
O=C(Nc1cccc(NC(=O)c2ccco2)c1)c1ccc2c(c1)OCCO2	-1%	0	-14%	-8	8	0.2%	0	4%	3

Further compounds.
SMILES	Vif-A3F inh	D1 ag	Vif-APOBEC3G blk	D1 antag	RXFP1 antag	RXFP1 ag	D1 potentiator	GRP78 ERSR act	D2 PAM
Cc1nc(NS(=O)(=O)c2ccccc2)sc1NC(=O)OC(C)C	-1%	2	1%	-1	-21	-0.5%	-5	-3%	.
Cc1[nH]n(C(C)(C)C)c(=O)c1Sc1ccc(Cl)cc1	10%	5	-9%	2	-5	1.9%	-5	-5%	-1
Cc1ccc(C2CCN(C(=O)Nc3ccc(Cl)c(Cl)c3)C2)cc1 (configuration not stated)	2%	8	3%	-45*	-14	-0.4%	-8	0%	.
CC(C)NC(=S)Nc1ccc2[nH]c(=O)[nH]c2c1	7%	2	0%	-3	7	-2.9%	6	-4%	-4
O=C(NC1CCN(C(=S)Nc2ccc(Cl)cc2)CC1)c1ccco1	-11%	1	-1%	-15	21	-0.6%	-6	-3%	20
COc1ccc(-c2cc(C)no2)cc1S(=O)(=O)N(C)c1ccc(C)c(C)c1	-3%	9	5%	-12	-13	14%	-7	-3%	16
Cc1ccc(-c2noc(-c3ccccc3C(=O)NCc3ccco3)n2)cc1	7%	1	-9%	-19	?	5.3%	-1	3%	-5
COc1ccc([N+](=O)[O-])cc1N(CC(=O)N(C)C)S(C)(=O)=O	-3%	3	-2%	3	-1	0.5%	2	-1%	5
COc1cccc(/C=C2/NC(=O)NC2=O)c1OCC(=O)Nc1ccccc1	-2%	2	-9%	5	6	0.1%	-2	-8%	5
COc1ccc(CN(C)C(=S)Nc2ccc(OC(F)F)cc2)cc1	10%	8	-5%	6	-4	0.3%	3	-3%	5
O=C(CN(C(=O)c1csnn1)c1cccc(Cl)c1)NCCc1ccccc1	3%	2	4%	-2	1	4.6%	.	5%	-8
COc1ccccc1NC(=S)Nc1ccccc1F	-2%	2	5%	13	-2	2.0%	3	2%	14
C/C(=N/NC(=O)CN1CCN(S(=O)(=O)c2ccc(Br)cc2)CC1)c1ccco1	-14%	0	1%	5	-13	3.7%	-1	-5%	-2
CC(C)NC(=O)NC(=O)COC(=O)/C=C/c1ccc2c(c1)OCO2	5%	1	0%	-30*	0	0.0%	-1	-2%	4
COc1ccc(-c2c(C)oc3c(CN4CCN(CCO)CC4)c(O)ccc3c2=O)cc1OC	0%	2	4%	4	3	-2.1%	7	-4%	11
CCc1ccc2cccc3c2c1N=CN3C	11%	.	-5%	.	0	.	.	0%	.
COc1ccc(-n2ccnc2SCC(=O)Nc2ccc3c(c2)OCO3)cc1	0%	5	11%	-3	7	-1.9%	-6	-4%	-7
O=C(Nc1ccc(NC(=O)c2cccs2)cc1)c1ccc2c(c1)OCCO2	-4%	4	-2%	-7	-5	5.0%	1	-5%	-17
CCOc1cccc(/C(O)=C2/C(=O)C(=O)N(CCOC)C2c2ccc(C)o2)c1 (configuration not stated)	3%	2	2%	5	3	1.0%	21	0%	8
Cc1ccccc1NC(=O)c1c(-c2ccccc2)noc1C	-1%	0	-5%	7	-7	0.0%	-1	1%	2
COc1ccc(C(=O)N2CCN=C2SC)cc1OC	2%	2	1%	0	-4	1.3%	9	-7%	16
c1ccc(CNc2nc3ccccc3n3cnnc23)nc1	1%	1	-1%	-7	.	4.3%	-1	-2%	0
COc1ccc(/C=N/N2CCN(c3ccc(Cl)cc3)CC2)cc1	4%	2	2%	-7	-3	-1.3%	-2	-7%	10
Cc1cccc(OCC(=O)Nc2ccc(N3CCN(C(=O)c4ccco4)CC3)cc2)c1	4%	.	0%	.	-16	4.4%	.	-3%	.
CCOc1ccc(/C=C(/NC(=O)c2ccc(Cl)cc2)C(=O)O)cc1OCC	-17%	3	2%	-6	17	-0.2%	4	-5%	-6
CC1(CCc2ccccc2)NC(=O)N(CC(=O)Nc2ccc3c(c2)OCCO3)C1=O (configuration not stated)	0%	3	-1%	10	-3	0.0%	-6	-5%	-3
CCOc1cc(C)nc(N2CCCC(C(=O)NCc3ccccc3F)C2)n1 (configuration not stated)	-6%	2	-5%	-4	-7	0.4%	-4	0%	9
Cc1ccc(OCC(=O)NC(=S)Nc2cccc(NC(=O)c3ccccc3)c2)cc1	-7%	4	0%	-27	.	4.0%	-8	-3%	-5
COc1cc2nc(-c3cccs3)oc(=O)c2cc1OC	-6%	.	-1%	.	-3	.	.	-5%	.
COc1ccc(C(CNC(=O)Cn2[nH]c(=O)c3ccccc3c2=O)N2CCCC2)cc1 (configuration not stated)	-5%	2	2%	3	-9	-0.6%	-1	-6%	0
COc1ccccc1C(=O)NCCC(=O)NCC(c1ccco1)N1CCCCC1 (configuration not stated)	-11%	4	2%	10	-2	0.2%	3	-6%	-7
CN1CCN(C(=O)c2cc(=O)c3cc(Cl)ccc3o2)CC1	9%	1	-1%	-5	2	-1.7%	-1	6%	-5
CCOc1ccc(S(=O)(=O)NCCC(=O)NCCc2ccc(C(C)C)cc2)cc1	-5%	3	0%	4	-15	2.9%	-1	-2%	18
CCOc1ccc(Cl)cc1/C=N/NC(=O)CNC(=O)c1ccccc1	0%	-1	-3%	-4	-1	2.0%	3	-5%	-22
Cn1c(CN2CCCC2)nc2cc(NC(=O)COc3ccc([N+](=O)[O-])cc3)ccc21	-2%	2	1%	5	7	1.6%	-1	-1%	-37

The list is partial, so the mix of outcomes need not match the whole.
